From PubChem BioAssay
Pol kappa inh – blocks human DNA polymerase kappa activity; purified Pol kappa, fluorescent DNA synthesis assay, 10 min; actives 0.53% (n = 400,000); Potency, µM (doses to about 107 µM), for inactives: at the highest dose activity, negative = inhibition, actives largely listed as inhibitors; also: % is scaled to controls: 0 for no effect and ±100 for the full control effect
Target sequence (Q9UBT6 whole entry, looked up): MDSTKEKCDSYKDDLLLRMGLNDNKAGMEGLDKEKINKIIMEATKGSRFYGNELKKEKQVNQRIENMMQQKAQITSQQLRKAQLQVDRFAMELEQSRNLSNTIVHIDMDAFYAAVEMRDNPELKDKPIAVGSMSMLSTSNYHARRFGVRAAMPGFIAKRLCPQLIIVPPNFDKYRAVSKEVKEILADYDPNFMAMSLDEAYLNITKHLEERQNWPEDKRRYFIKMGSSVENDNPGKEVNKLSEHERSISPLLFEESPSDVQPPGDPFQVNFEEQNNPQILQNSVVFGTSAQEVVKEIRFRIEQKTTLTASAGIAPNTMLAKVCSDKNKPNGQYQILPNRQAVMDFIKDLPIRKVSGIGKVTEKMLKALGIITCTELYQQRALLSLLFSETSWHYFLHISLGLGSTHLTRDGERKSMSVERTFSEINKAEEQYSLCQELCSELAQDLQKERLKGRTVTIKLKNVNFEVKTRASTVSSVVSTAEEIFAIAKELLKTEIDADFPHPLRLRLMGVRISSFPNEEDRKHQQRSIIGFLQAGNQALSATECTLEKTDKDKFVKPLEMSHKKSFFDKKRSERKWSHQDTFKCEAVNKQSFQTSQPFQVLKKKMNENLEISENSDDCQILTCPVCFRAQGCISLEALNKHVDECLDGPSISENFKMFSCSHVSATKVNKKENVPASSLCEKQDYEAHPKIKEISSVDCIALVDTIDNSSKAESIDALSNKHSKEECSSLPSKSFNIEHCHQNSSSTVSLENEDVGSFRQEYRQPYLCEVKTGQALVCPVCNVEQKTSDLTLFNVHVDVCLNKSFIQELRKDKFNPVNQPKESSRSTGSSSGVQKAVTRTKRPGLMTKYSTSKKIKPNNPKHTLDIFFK
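First, compounds were pin-transferred onto 10 nM Pol kappa. After 15 min at room temperature, substrate was added to 50 nM final. Fluorescence was then measured kinetically at 0 and 10 min.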
G9a inh – inhibitors of human histone lysine methyltransferase G9a; Potency, µM (doses to about 102 µM), without a hit: at the top dose activity, negative = inhibition, most hits filed as inhibitors; G9a H3K9 monomethylation, AlphaScreen, 2 h; actives 8.8% (n = 350,000); also: % is scaled to controls: 0 for no effect and ±100 for the full control effect; nearly all actives have a fitted effect of over 75% in size
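Using a bead-based AlphaScreen, monomethylated H3K9 product from 2 h room-temperature reactions (G9a 20 nM, peptide 500 nM, SAM 20 uM) was detected with 0.5 ug/mL rabbit anti-H3K9me1 antibody.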
JMJD2A Tudor – inhibitors of human JMJD2A Tudor domain. O75164. AlphaScreen JMJD2A-Tudor / H3K4me3 peptide binding. Potency, µM (doses to about 114 µM), for inactives: at the highest dose activity change, negative = inhibition, most hits filed as inhibitors. actives 4.4% (n = 390,000). AID 504339; also: % is scaled to controls: 0 for no effect and ±100 for the full control effect; nearly all actives have a fitted effect of over 50% in size
BAZ2B inh – blocks human BAZ2B. Q9UIF8. AlphaScreen BAZ2B-H3K14Ac peptide displacement. Potency, µM (doses to about 114 µM), for inactives: at the top dose activity change, negative = inhibition, most hits filed as inhibitors. actives 4.4% (n = 360,000); also: % is scaled to controls: 0 for no effect and ±100 for the full control effect; nearly all actives have a fitted effect of over 60% in size
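Multi-concentration screen (max 110 uM) measuring displacement of acetylated histone H3 peptide from BAZ2B by AlphaScreen, using 50 nM protein, 50 nM peptide and 10 ug/mL streptavidin donor plus Ni-chelate acceptor beads.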
BLM helicase inh – inhibitors of human Bloom syndrome helicase BLM; P54132; recombinant BLM DNA unwinding, fluorescence dequenching; Potency, µM (doses to about 56.1 µM), without a hit: at the highest dose activity change, negative = inhibition, actives largely listed as inhibitors; actives 0.2% (n = 350,000); AID 2528;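 also: plate controls were vehicle for no effect and no enzyme for full effect; nearly all actives have a fitted effect of over 35% in size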
POLH inh – blocks human DNA polymerase eta activity. AID 588591. actives 1.2% (n = 390,000). recombinant Pol eta, fluorescent DNA replication assay. Q9Y253. Potency, µM (top dose mostly 114 µM), without a hit: at the highest dose activity change, negative = inhibition, actives largely listed as inhibitors; also: % is scaled to controls: 0 for no effect and ±100 for the full control effect
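Pol eta at 10 nM preincubated with compounds 15 min at room temperature; reaction started with fluorescent substrate (50 nM final) and read kinetically at 0 and 10 min.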
Pol beta inh – blocks human DNA polymerase beta activity; P06746; Pol beta primer extension/strand displacement, fluorescence kinetic; Potency, µM (series often up to 114 µM), without a hit: at the highest dose activity change, negative = inhibition, most hits filed as inhibitors; actives 1.3% (n = 340,000); AID 485314; also: % is scaled to controls: 0 for no effect and ±100 for the full control effect
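Enzyme-only controls used 10 nM Pol beta; buffer lacking enzyme served as negative control. Compound preincubated 15 min, then 50 nM substrate added; 0 and 10 min reads at room temperature.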
POLI inh – inhibitors of human DNA polymerase iota | Pol iota fluorescent replication assay, 10 min | AID 588590 | actives 1% (n = 390,000) | Potency, µM (highest dose often 115 µM), inactives show at the highest dose activity, negative = inhibition, actives largely listed as inhibitors | Q9UNA4
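Fluorescent replication assay read twice, at 0 min and 10 min after adding 50 nM (final) substrate. Enzyme (10 nM) and compounds were first incubated 15 min at room temperature; enzyme-free buffer wells were negative controls.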
APEX1 inh – blocks human APE1 abasic DNA cleavage; AID 2517; recombinant APE1, TAMRA/BHQ-2 abasic DNA cleavage fluorescence; Potency, µM (top dose mostly 65.8 µM), for the others: at the top dose activity change, negative = inhibition, usual class: inhibitors; actives 0.35% (n = 350,000);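 also: plate controls were vehicle for no effect and reference inhibitor for full effect; nearly all actives have a fitted effect of over 55% in size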
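Incision of a quenched TAMRA/BHQ-2 THF abasic-site duplex (50 nM) by 0.75 nM APE1, after 15 min compound preincubation, measured as fluorescence increase over three 60 s reads. Values normalized to buffer, DMSO and NSC13755 control wells.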
Numbers without * were called inactive; ? = inconclusive; nt = not tested or not shown; & = joins results of further samples; [ ] = dose if it differs, or a comment. Calls follow the shape of the dose curve; as a rule, active = well fitted curve in the direction sought with a large enough effect; inconclusive = small, poorly fitted or top-dose-only effect, or another doubt; inactive = no such curve, though single readings can be large; an effect the other way counts as inactive or inconclusive. Potency is read from the fitted curve at half-maximal effect. These rows are one share of the data; count on the stated rates, not on these rows.

SMILES	Pol kappa inh	G9a inh	JMJD2A Tudor	BAZ2B inh	BLM helicase inh	POLH inh	Pol beta inh	POLI inh	APEX1 inh
CCN(CC)CC(=O)Nc1ccc(Oc2ccc(NC(=O)CN(CC)CC)cc2)cc1	-3%	22%[59 µM]	-7%	-8%	5%	0%	5%	0%	6%
CC1=C(C(=O)Nc2ccccc2)C2(CCCCC2)C(C#N)=C(SCC(N)=O)N1	-2%	10%	14µM*	?	-6%	-19%	18%	-3%	0%
CC(C)CC(NS(=O)(=O)c1ccc2c(c1)oc(=O)n2C)C(=O)NCCc1ccc(Cl)cc1 (stereo unspecified)	-20%	-26%[59 µM]	-8%	-21%	-5%	-6%	29%	-4%	nt
O=C(/C=C/c1ccccc1)NC(NC(=S)Nc1cccc(O)c1)C(Cl)(Cl)Cl (stereo unspecified)	-16%	10%[59 µM]	?	-34%	-5%	?	0%	-6%	8%
O=C(NCc1cccc(Cl)c1)c1c2c(nc3ccccc13)C(=O)N(C1CCCCC1)C2	0%	0%[59 µM]	-15%	-9%	-2%	-15%	-9%	15%	nt
Cc1ccc(S(=O)(=O)N(C)/N=C2/C(=O)N(CC(=O)O)c3ccccc32)cc1	-5%	14µM*	?	-3%	-8%	-17%	-25%	-11%	14%
CNC(=O)c1cc(C)c(-c2ccccc2)s1	-15%	?	-13%	6%	0%	-1%	-29%	3%	-3%
COC(=O)C1=C(C)NC(=O)C1(NS(=O)(=O)c1ccc(C)cc1)C(F)(F)F (stereo unspecified)	2%	6%[59 µM]	-17%	4%	-1%	-10%	2%	0%[58.9 µM]	-2%
CCOc1ccc(N2C(=O)CS/C2=N/NC(=O)COc2ccc3ccccc3c2)cc1	-12%	61%[activator][59 µM]	-16%	-26%	-2%	-1%	9%	11%	-4%
CCC(C)N(C(=O)CSc1nnc(-c2cccs2)n1C1CC1)C1CCS(=O)(=O)C1 (stereo unspecified)	3%	?	-4%	-14%	nt	-7%	nt	17%	36%
O=c1[nH]c(/C=C/c2ccccc2[N+](=O)[O-])nc2ccccc12	1%	4%	-11%	-8%	-10%	1%	-1%	6%	0%
O=C(Cn1cc(C(=O)c2ccco2)c2ccccc21)NC1CCCC1	-3%	-49%	1%	-31%	6%	-8%	3%	?	-6%
O=C(NCC(c1ccco1)N1CCN(c2ccccc2F)CC1)C1CCCCC1 (stereo unspecified)	-12%	10%	-22%	1%	nt	-11%	nt	20%	-7%
CCOC(=O)c1cc(S(=O)(=O)N2CCCC2)cn1C	6%	-1%	-11%	-2%	0%	2%	17%	0%	63%[activator]
Cc1ccccc1Nc1c(-c2ccncc2)nc2ccc(Br)cn12	-9%	-9%[59 µM]	-33%	?	-4%	-12%	-2%	5%	-6%
COC(=O)c1ccc(Oc2coc3cc(OCc4cnn(-c5ccccc5)c4)ccc3c2=O)cc1	-2%	-6%	-16%	-17%[57.1 µM]	-3%	?	?	?	-1%
Cc1cccc(OCCC(=O)Nc2cc(S(=O)(=O)N3CCCCC3)ccc2N2CCOCC2)c1	-7%	-11%	2%	-12%	-10%	-11%	1%	43%[activator]	-4%
NC(=NCc1ccc(Cl)c(Cl)c1)NC(=O)c1nc(Cl)c(N)nc1N	nt	5%[12.7 µM]	nt	nt	nt	-2%[57.1 µM]	7%[57.1 µM]	-2%[58.9 µM]	11%
Cc1cc(NC(=O)CSc2nc3ccccc3c(=O)n2-c2ccccc2)no1	-6%	1%[12.7 µM]	-8%	0%	2%	-19%	1%	59%[activator]	2%
COc1ccc2[nH]c(=O)c(CN(CCc3ccccc3)C(C)=O)cc2c1	-1%	-36%[0.0925 µM]	-3%	13%	-1%	2%	24%	2%[58.9 µM]	13%
CCN(CC)CCNc1c2c(c(C#N)c3nc4ccccc4n13)CCCC2	-6%	-4%[59 µM]	2%[57.1 µM]	5%	-2%	-11%	2%	25%	-1%
CC1CN(C(=O)c2ccc(OC3CCN(Cc4ccccn4)CC3)cc2)CCN1C (stereo unspecified)	-7%	nt	?	?	-3%	-2%	26%	92%[activator]	0%
Cc1ccc(S(=O)(=O)N2CCC(C(=O)OCC(=O)N(CCC#N)c3ccc(F)cc3)CC2)cc1C	-27%	-7%	-21%	12%	nt	-5%	nt	22%	2%
CN(CCc1ccccc1)C(=O)c1cccc(NC(=O)Cc2cccc(NC(=O)C3CCCN(S(=O)(=O)c4cccc([N+](=O)[O-])c4)C3)c2)c1 (stereo unspecified)	-5%	nt	-15%	nt	nt	-10%	nt	8%	nt
CCc1ccc(CN(C)C(C)C(=O)NCc2ccccc2)cc1 (stereo unspecified)	0%	21%	11%	-3%	-4%	-16%	0%	13%	1%
CC(NC(N)=O)C(=O)Nc1ccc(Cl)c(S(=O)(=O)Nc2ccc(Cl)cc2)c1 (stereo unspecified)	-8%	-9%	-14%	-6%	-5%	1%	1%	2%	5%
CCCn1c2c(c(O)c(C(=O)Nc3ncccc3O)c1=O)CCCC2	-10%	19%	-10%	8%	-10%	-6%	1%	6%	10%
CCOc1ccc(NC(=O)C(=O)NCCc2csc(-c3ccc(C)cc3)n2)cc1	-3%[60.1 µM]	-2%[59 µM]	-21%	1%	0%	-15%	-1%	16%	nt
Cn1nnnc1Sc1ncnc2scc(-c3ccc4c(c3)OCO4)c12	4%	nt	-22%&-16%	nt	nt	9%	nt	-1%	25%
Cc1nn(C(=O)c2cccc([N+](=O)[O-])c2C)c(C)c1S(=O)(=O)N1CCOCC1	-12%[60.1 µM]	-36%[59 µM]	-1%	-4%	1%	-6%	16%	1%	nt

3 entries from above, in markdown:
| smiles | Pol kappa inh | G9a inh | JMJD2A Tudor | BAZ2B inh | BLM helicase inh | POLH inh | Pol beta inh | POLI inh | APEX1 inh |
| --- | --- | --- | --- | --- | --- | --- | --- | --- | --- |
| CCN(CC)CCNc1c2c(c(C#N)c3nc4ccccc4n13)CCCC2 | -6% | -4%[59 µM] | 2%[57.1 µM] | 5% | -2% | -11% | 2% | 25% | -1% |
| CCCn1c2c(c(O)c(C(=O)Nc3ncccc3O)c1=O)CCCC2 | -10% | 19% | -10% | 8% | -10% | -6% | 1% | 6% | 10% |
| CCc1ccc(CN(C)C(C)C(=O)NCc2ccccc2)cc1 (stereo unspecified) | 0% | 21% | 11% | -3% | -4% | -16% | 0% | 13% | 1% |

(next part)
SMILES	Pol kappa inh	G9a inh	JMJD2A Tudor	BAZ2B inh	BLM helicase inh	POLH inh	Pol beta inh	POLI inh	APEX1 inh
Cc1ccc2cc(CN(Cc3nnnn3C3CCCCC3)CC3CCCO3)c(=O)[nH]c2c1 (stereo unspecified)	-9%	18%	-30%	7%	-2%	-2%	1%	-10%	1%
O=C(Cc1n[nH]c(=O)[nH]c1=O)N/N=C/CCc1ccccc1	-14%	2%[59 µM]	-10%	1%	-3%	-6%	5%	-6%	2%
Cc1cccc(C)c1NC(=O)CN1CCN(CCCC(c2ccc(F)cc2)c2ccc(F)cc2)CC1	-10%	11%[59 µM]	?	-32%	-8%[21.4 µM]	-16%	nt	-4%	-20%
CC1Cc2cc(/C(O)=C3/C(=O)C(=O)N(Cc4ccco4)C3c3cccs3)ccc2O1 (stereo unspecified)	-10%	-10%[12.7 µM]	-22%	?	-8%	?	0%	0%	-2%
CCN(Cc1ccccc1)C(=O)CCS(=O)(=O)c1ccc2c(c1)NC(=O)CO2	4%	9%	-24%	-16%	-2%	-19%	-8%	18%	-12%
CCOC(=O)CSc1nc2ccccc2c(=O)n1CC(C)C	-7%	nt	-2%[11.4 µM]	16%	-3%	-8%	37%	84%[activator]	10%
O=P(O)(CCc1ccccn1)CN1CCOCC1	-2%	?	?	-6%	3%	-1%	0%	-17%	7%
CC1CC(=O)Nc2ccccc2N1S(=O)(=O)c1ccc(Br)cc1 (stereo unspecified)	-6%	16%[59 µM]	-8%	-5%	2%	-18%	1%	6%	1%
Cc1c(/C=N/NC(=O)c2cccs2)c2ccccc2n1Cc1ccccc1Cl	1%	6%[12.7 µM]	-10%	1%	-3%	-27%	1%	58%[activator]	7%
O=C(NCCCN1CCOCC1)c1sc2cc([N+](=O)[O-])ccc2c1Cl	-1%	0.89µM*	79µM*	-32%	1%	-14%	89%	59%[activator]	0%
CC(C)CNc1nc(N)c([N+](=O)[O-])c(NC2CCCCC2)n1	-6%[60.1 µM]	1%	1%	5%	-2%	-8%	10%	-2%	3%
Cc1cn2c(=O)cc(COC(=O)c3cccc(NC(=O)COc4ccccc4)c3)nc2s1	-8%[60.1 µM]	-4%[12.7 µM]	3%	-12%	-1%	-4%	1%	6%	nt
COc1cc(NC(=O)Cn2cnc3sc(C)c(S(=O)(=O)N4CCC(C)CC4)c3c2=O)cc(OC)c1OC	-5%	4%[59 µM]	-12%	0%	-1%	-8%	16%	0%	nt
COC(=O)c1c(F)c(F)c(NCCO)c(F)c1F	-6%[60.1 µM]	20%[59 µM]	-6%	nt	-1%	-6%	-3%	18%	0%
Cc1nc(-c2ccccn2)sc1C(=O)Nc1ccc(Cl)c(Cl)c1	-15%	7%	-8%	-27%	-2%	-9%	?	3%	2%
CCCCS(=O)(=O)c1sc2nc(C)cc(C)c2c1N	-6%	?	-10%	3%	-1%	-11%	?	39%[activator]	-5%
COc1cccc(NC(=O)c2oc3ccc(S(=O)(=O)N4CCCCCC4)cc3c2C)c1	-2%[60.1 µM]	-3%[59 µM]	-18%	3%	-7%	-3%	31%	26%	nt
CCN(CC)CC(=O)N1CCCC(C(=O)c2ccccc2OC)C1 (stereo unspecified)	3%	5%	-17%	4%	1%	-21%	27%	17%	-3%
COc1ccc(OC)c(Cc2nnc(CCC(=O)N3CCCCC3)o2)c1	-2%	nt	-12%	-2%	1%	-9%	-3%	161%[activator]	6%
O=C1NC(=Nc2ccc(F)cc2)SC1Cc1ccc(F)cc1 (stereo unspecified)	1%	4%[59 µM]	-6%	2%	-9%	-3%	-1%	35%[activator]	-6%
CN=c1scc(C)n1/N=C/c1ccc2c(c1)OCO2	-4%	?	?	40µM*	-4%	-13%	3%	-14%	3%
CCN(c1ccccc1)c1nc(C#N)nc(N(CC)c2ccccc2)n1	-17%&2%	12%[12.7 µM]	29%[57.1 µM]	8%	-11%	?	12%	-10%&14%	-3%
CC1(c2nnc(-c3ccccc3)o2)CC(c2cccc(Cl)c2)=NO1 (stereo unspecified)	1%	-7%[12.7 µM]	37%[activator]	3%	-9%	?	4%	22%	-4%
